N370S GC – qHTS Assay for Inhibitors and Activators of N370S glucocerebrosidase as a Potential Chaperone Treatment of Gaucher Disease | Lysosomal acid glucosylceramidase (Homo sapiens), P04062 | N370S GC spleen homogenate, 4MU-glucoside fluorescence | Potency, µM (doses to about 59.4 µM), for the others: top-dose activity change, negative = inhibition, hits mostly inhibitors | 0.092% of 330,000 active | AID 2101, 2009;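 also: 0% = full enzyme activity and -100% = no enzyme basal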
FEN1 inhibitor – qHTS Assay for the Inhibitors of Human Flap endonuclease 1 (FEN1); Recombinant FEN1 flap cleavage, fluorescence, 15 min; 0.35% of 390,000 active; AID 588795, 2011; P39748; Potency, µM (series often up to 114 µM), without a hit: at the highest dose activity change, negative = inhibition, hits mostly inhibitors; also: nearly all actives have a fitted effect of over 65% in size
Target sequence (P39748 whole entry, looked up): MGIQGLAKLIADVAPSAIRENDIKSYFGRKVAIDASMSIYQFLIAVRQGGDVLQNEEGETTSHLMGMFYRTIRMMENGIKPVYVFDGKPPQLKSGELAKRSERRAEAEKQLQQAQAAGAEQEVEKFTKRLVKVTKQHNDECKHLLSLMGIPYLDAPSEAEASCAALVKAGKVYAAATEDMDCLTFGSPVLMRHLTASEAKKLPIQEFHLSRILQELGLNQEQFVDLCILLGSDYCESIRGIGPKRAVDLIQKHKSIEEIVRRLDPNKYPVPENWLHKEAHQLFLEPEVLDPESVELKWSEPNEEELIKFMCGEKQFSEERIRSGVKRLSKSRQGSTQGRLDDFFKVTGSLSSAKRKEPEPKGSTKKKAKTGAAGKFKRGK
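FEN1 at 10 nM, compound pretreatment for 15 min (room temperature), 50 nM final substrate to initiate; endpoint reads at 0 and 15 min; DMSO-only plates used as vehicle background.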
GCN5L2 inh – qHTS Assay for Inhibitors of GCN5L2. 0.21% of 390,000 active. GCN5L2 HAT assay, ThioGlo1 CoA-SH fluorescence. Histone acetyltransferase KAT2A (Homo sapiens), Q92830. Potency, µM (highest dose often 58.9 µM), for inactives: at the highest dose activity change, negative = inhibition, usual class: inhibitors
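Titration-based screen in which CoA formation is detected via maleimide probe ThioGlo1 (50uM) turning fluorescent on thiol reaction; substrates H3(1-25) 75uM and acetyl-CoA 70uM, GCN5L2 20nM, 20 min incubation at room temperature.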
* = called active by the depositor; ? = inconclusive; . = not tested or not shown; & = joins results of further samples. Calls follow the shape of the dose curve; as a rule, active = well fitted curve in the direction sought with a large enough effect; inconclusive = small, poorly fitted or top-dose-only effect, or another doubt; inactive = no such curve, though single readings can be large; an effect the other way counts as inactive or inconclusive. Unless noted, % is scaled to controls: 0 for no effect and ±100 for the full control effect; potency is read from the fitted curve at half-maximal effect.

The first 6 entries, ahead of the listing:
N370S GC	FEN1 inhibitor	GCN5L2 inh	canonical_smiles
7.9%	-1.7%	-6.7%	Cc1cc(NC(=O)CCCN2C(=O)c3cccnc3C2=O)no1
-3.4%	-4.9%	1.0%	O=C(O)COc1nsnc1N1CCOCC1
16.7%	12.5%	1.6%	O=C(COC(=O)c1cnccn1)Nc1cccc2ccccc12
-1.3%	-3.9%	-0.2%	N[C@@H](Cc1ccccc1)C(=O)N1CCOCC1
.	0.0%	-4.3%	CC(C)Cn1c(SCc2cccc(F)c2)nc2ccsc2c1=O
-4.7%	15.3%	1.3%	Cc1ccc(-c2ccc(S(=O)(=O)NCc3ccco3)cc2)cc1

All compounds of this part (from the top)
N370S GC	FEN1 inhibitor	GCN5L2 inh	canonical_smiles
7.9%	-1.7%	-6.7%	Cc1cc(NC(=O)CCCN2C(=O)c3cccnc3C2=O)no1
-3.4%	-4.9%	1.0%	O=C(O)COc1nsnc1N1CCOCC1
16.7%	12.5%	1.6%	O=C(COC(=O)c1cnccn1)Nc1cccc2ccccc12
-1.3%	-3.9%	-0.2%	N[C@@H](Cc1ccccc1)C(=O)N1CCOCC1
.	0.0%	-4.3%	CC(C)Cn1c(SCc2cccc(F)c2)nc2ccsc2c1=O
-4.7%	15.3%	1.3%	Cc1ccc(-c2ccc(S(=O)(=O)NCc3ccco3)cc2)cc1
2.0%	3.2%	-13.2%	COc1cc(C(C#N)N2CCCCC2)ccc1O (centres undefined)
-9.2%	25.1µM*	-2.9%	Cc1ccc(/C=C2/C(=O)c3ccc(C(=O)O)cc3C2=O)o1
4.5%	-6.6%	-4.9%	CC(=O)C(Sc1ccc2nnc(-c3ccncc3)n2n1)C(C)=O
-6.9%	0.1%	-0.6%	Cc1nc(CCNC(=O)CC2C(=O)NCCN2Cc2ccccc2)sc1C (centres undefined)
-5.3%	3.7%	-5.0%	COc1cc(OC)c(CN2CCN(c3ccc(F)cc3)CC2)cc1Br
.	21.0%	-3.5%	COc1cc(NC(=O)Cc2c(C(=O)O)c(C)cn2C)cc(OC)c1
10.8%	-5.8%	-1.9%	COc1ccc(CCC(=O)Nc2ccccc2C(F)(F)F)cc1
-4.9%	-4.1%	1.0%	COc1ccc(S(=O)(=O)NC(C)C(=O)NCc2ccncc2)cc1C (centres undefined)
-3.6%	-20.4%	-13.6%	Cc1ccccc1N(CC(=O)N/N=C/c1cc(C)n(-c2ccccc2C)c1C)S(C)(=O)=O
10.5%	-10.8%	-0.2%	Cn1nnnc1SCC(=O)Nc1cc(C(C)(C)C)nn1-c1ccccc1
.	-16.0%	-3.2%	O=C1C=C(c2cc(F)ccc2F)C[C@@H](c2ccc(Cl)cc2)C1
4.2%	-7.1%	-1.5%	Cc1ccc(Cl)cc1NC(=O)CCn1cccc1
-1.6%	-0.7%	-1.9%	O=C1NCCc2c1[nH]c1c(Cl)ccc(Cl)c21
.	-8.8%	1.1%	C=C(C)Cn1c(SCC(=O)Nc2cccc(Cl)c2)nc2sc3c(c2c1=O)CCCC3
-1.2%	16.6%	-0.7%	O=C(C1CCCO1)N1CCN(C(=S)Nc2ccccc2Cl)CC1 (centres undefined)
-1.6%	-14.4%	-5.9%	Cc1ccsc1CN(C)CC(=O)Nc1cccc(S(=O)(=O)N(C)c2ccccc2)c1
.	-16.0%	-5.8%	COCCN(C(=O)C1=COCCO1)c1c(N)n(CC(C)C)c(=O)[nH]c1=O
15.2%	-18.8%	-6.5%	COc1cc2c(cc1NC(=O)Nc1ccccc1)oc1ccccc12
29.1%	-13.2%	0.9%	COc1ccccc1C(=O)Nc1ccccc1N1CCOCC1
1.4%	15.4%	-7.7%	O=C(CCNS(=O)(=O)c1ccccc1)NCC1CCCCC1
10.1%	.	-1.2%	Cc1cc(C(=O)CSc2nc3ccccc3c(=O)n2C)c(C)n1CC1CCCO1 (centres undefined)
5.9%	-1.5%	-13.2%	CC(C)Oc1cccc(C(=O)C2CCCN(S(C)(=O)=O)C2)c1 (centres undefined)
-13.1%	-1.1%	-3.9%	O=C(c1ccccc1)c1ccc(-c2ccc(O)cc2)cc1
.	7.4%	-16.9%	Cc1cccc(CSc2ncc(CO)n2Cc2ccc(F)cc2)c1
20.4%	3.1%	-15.7%	O=C(Nc1nc2ccccc2[nH]1)c1cccs1
.	-0.1%	-7.3%	Cc1cc(Br)ccc1NC(=O)CSc1c2c(nc3ccccc13)CCC2
-19.6%	-4.0%	-2.3%	CCCCOc1ccc(Br)cc1/C(C)=N/NC1=NCCN1
-10.5%&-1.6%&-6.9%	?	-16.9%&-6.6%&-2.1%	C=CCc1ccc(O)c(-c2ccc(O)c(CC=C)c2)c1
4.2%	-5.4%	-2.4%	COc1cc(C=O)ccc1OS(=O)(=O)c1ccccc1[N+](=O)[O-]
.	7.3%	-1.7%	CCCN1C(=O)CC(=O)N=C1SCC(=O)Nc1ccccc1F
4.2%	10.3%	-16.7%	c1ccc(-c2nn3c(Cn4nnc5ccccc54)nnc3s2)cc1
.	2.6%	0.1%	O=C(COc1ccccc1F)NCCc1ccc2c(c1)OCCO2
7.3%	3.9%	-5.1%	O=C(NCCc1ccccc1)C(=O)NCC1OCCN1S(=O)(=O)c1ccc(Cl)cc1 (centres undefined)
14.3%	15.8%	-30.0%	COc1cccc(Nc2nc3ccccc3nc2NS(=O)(=O)c2ccc(NC(C)=O)cc2)c1
16.7%	0.7%	1.0%	CCOC(=O)c1cc(-c2csc(COc3ccccc3Cl)n2)on1
4.8%	1.5%	-10.1%	O=C(NCc1ccco1)NC(=O)c1csc([N+](=O)[O-])c1
4.8%	10.9%	3.1%	CC(C)C(=O)Nc1cc(-c2nc3ncccc3o2)ccc1Cl
6.1%	-12.0%	3.1%	Nc1cnccc1C(=O)O
3.2%	-13.7%	-4.1%	CC(NC(=O)c1ccc(C(F)(F)F)cc1)C(c1ccccc1)N1CCOCC1 (centres undefined)
2.7%	5.2%	2.2%	Cc1ccc(NC(=O)Nc2nnc(-c3ccccc3F)s2)cc1
.	14.2%	-4.0%	CCOC(=O)c1c(C)[nH]c(C(=O)COc2ccc3ccc(=O)oc3c2)c1C
-16.7%	13.1%	-0.2%	Cc1cc(NNC(=O)c2ccccc2)nc(NNC(=O)c2ccccc2)n1
3.7%	-18.4%	-6.7%	Cc1ccccc1Cn1nnc(-c2ccc(F)cc2)n1
4.9%	-5.1%	-2.7%	Cc1ccccc1C(=O)NC1CCN(Cc2nnnn2CCc2ccccc2)CC1
7.1%	0.7%	-2.1%	Cc1cccc(-c2c3c(=O)n(C)c(=O)n(C)c3cn2C(C)C)c1
7.5%	-10.9%	-0.7%	CC1CCC/C(=N\NC(=O)COc2ccc(Cl)cc2Cl)C1 (centres undefined)
24.6%	-8.0%	-29.3%	COc1cccc(NS(=O)(=O)c2ccc3c(c2)N(C(C)=O)CCS3)c1
1.2%	0.8%	-1.4%	O=C(NCc1ccco1)C1CCCN1C(=O)NCc1ccccc1 (centres undefined)
-3.4%	11.3%	-6.7%	N/C(=N\OC(=O)CCc1ccccc1)c1cccnc1
.	9.8%	-2.5%	Cc1ccccc1NC(=O)Cn1nnc(C(=O)NCc2cccs2)c1N
?	-14.3%	-0.2%	Cc1ccccc1OCC(=O)Nn1c(COc2ccccc2)nc2ccccc2c1=O
.	?	-2.5%	CCOC(=O)c1ccc(NC(=O)c2cn(-c3ccccc3)nc2-c2ccc(OC)c(OC)c2)cc1
.	-4.2%	-3.3%	CCc1nn(CC(=O)NCc2ccc(OC)c(OC)c2)c(=O)c2cc3sc(C)cc3n12
1.4%	2.3%	-2.0%	CN(C(=O)Nc1cccc(C(F)(F)F)c1)C1CCCCC1

3 compounds out of the list above, ordered by the value under GCN5L2 inh, largest number first.
molecule,N370S GC,FEN1 inhibitor,GCN5L2 inh
CCCN1C(=O)CC(=O)N=C1SCC(=O)Nc1ccccc1F,.,7.3%,-1.7%
O=C(NCCc1ccccc1)C(=O)NCC1OCCN1S(=O)(=O)c1ccc(Cl)cc1 (centres undefined),7.3%,3.9%,-5.1%
O=C(NCc1ccco1)NC(=O)c1csc([N+](=O)[O-])c1,4.8%,1.5%,-10.1%

Random excerpt: 4 compounds from above, in no set order.
N370S GC	FEN1 inhibitor	GCN5L2 inh	canonical_smiles
.	14.2%	-4.0%	CCOC(=O)c1c(C)[nH]c(C(=O)COc2ccc3ccc(=O)oc3c2)c1C
7.5%	-10.9%	-0.7%	CC1CCC/C(=N\NC(=O)COc2ccc(Cl)cc2Cl)C1 (centres undefined)
7.3%	3.9%	-5.1%	O=C(NCCc1ccccc1)C(=O)NCC1OCCN1S(=O)(=O)c1ccc(Cl)cc1 (centres undefined)
4.2%	-5.4%	-2.4%	COc1cc(C=O)ccc1OS(=O)(=O)c1ccccc1[N+](=O)[O-]

Continued:
N370S GC	FEN1 inhibitor	GCN5L2 inh	canonical_smiles
12.5%	14.7%	-2.7%	O=C(N/N=C/C(Br)=C/c1ccccc1)c1cccs1
2.3%	0.1%	-2.5%	CCC(c1nnc(SCC(=O)NC23CC4CC(CC(C4)C2)C3)o1)N(C)C (centres undefined)
.	-1.2%	-2.8%	Cc1nc2cccnc2n1C1CCN(S(=O)(=O)c2ccc(Cl)cc2)CC1
29.6%	7.6%	-0.6%	Cc1ncsc1CCC(=O)N1CCCC(Nc2ccc(C(C)C)cc2)C1 (centres undefined)
.	19.0%	-1.9%	CC(NC(=O)c1ccc2c(c1)CCN2S(C)(=O)=O)c1ccccc1 (centres undefined)
3.8%	7.8%	?	CCOC(=O)c1ccc(N2C(=O)CC(N3CCC(O)(c4ccc(Br)cc4)CC3)C2=O)cc1 (centres undefined)
.	-5.2%	-0.2%	CC(=O)c1c(C)[nH]c(C(=O)NNC(=O)c2ccc(C)cc2)c1C
-0.1%	-21.7%	-23.0%	C=CCOc1cccc(/C=C\c2nc(O)c([N+](=O)[O-])c(=O)[nH]2)c1
0.2%	10.7%	-3.3%	CCOc1ccc(S(=O)(=O)NCCC(=O)Nc2nnc(C)s2)cc1
2.7%	-19.6%	?	COc1cc(NC(=O)c2ccccc2)c(OC)cc1NC(=O)Cc1cccs1
-5.5%	-16.4%	0.3%	O=C(CSc1nnc(-c2ccc(F)cc2)o1)Nc1ccc(S(=O)(=O)N2CCCCCC2)cc1
8.3%	4.1%	-9.4%	CCOc1ccc(OCCCCN2CCCC2)cc1
.	-2.5%	1.0%	Cc1ccc(C(=O)Nc2ccc(OCc3cc(=O)n4c5c(sc4n3)CCCC5)cc2)cc1
.	-2.0%	-1.1%	Cc1cc(NC(=O)CN(C)CC(=O)Nc2ccc(Cl)c(C(F)(F)F)c2)no1
5.8%	-5.2%	1.0%	O=C(CSc1nnc(CNC(=O)c2cccs2)o1)c1ccccc1
13.0%	?	-1.4%	CCN1C(=O)/C(=C2\SC(N3CCCCC3)=NC2=O)c2ccccc21
-5.3%	?	-4.2%	Oc1c(Cl)cc(Cl)c2c1NCCC2
-5.8%	-3.0%	?	N=c1oc2ccccc2cc1-c1nc(-c2ccccc2)cs1
5.0%	2.7%	-21.9%	CN1C(=O)/C(=C/c2ccccc2OCc2cccc(F)c2)NC1=S
-16.2%	-5.4%	-11.6%	COc1ccc(/C=C/C(=O)Nc2ccccc2C(=O)O)cc1
-3.3%	-7.9%	2.5%	CCCNC(=O)NC(=O)COC(=O)CNS(=O)(=O)/C=C/c1ccccc1
14.8%	-5.6%	2.2%	O=C(CSc1ncn(-c2ccccc2)n1)N1CCN(c2ccccc2)CC1
-6.8%	-19.0%	-21.6%	CCc1ccc(OCC(=O)Nc2ccc(N3CCN(C(=O)c4ccccc4)CC3)cc2)cc1
4.9%	-1.9%	0.7%	CC1NC(=O)NC1CCCCCC(=O)Nc1ccc(F)cc1 (centres undefined)
-13.5%	7.0%	-2.1%	COc1ccc(CCCNC(=O)C2CCC(=O)N(CC3CCCCC3)C2)cc1 (centres undefined)
1.4%	-1.9%	-0.6%	C(=N\n1cnnc1)/c1cccc2ccccc12
7.6%	4.8%	-3.4%	CC(C)(C#N)Nn1cnnc1
4.5%	-3.5%	-7.9%	CC(C1CC1)N(Cc1ccccc1)C(=O)NC(=O)c1cccc(F)c1 (centres undefined)
6.4%	-12.2%	-1.1%	O=C(CCc1ccccc1)n1nc(-c2ccco2)nc1SCc1ccccc1
5.2%	-19.4%	-17.7%	COc1ccc(-n2c(Cc3cccn3C)nnc2SCC(=O)Nc2cccc(Cl)c2)cc1
-2.2%	0.2%	-1.9%	COc1ccc(CNc2ncnc3ccccc23)cc1
-0.4%	-0.8%	-3.9%	COc1ccc(NC(C)C(=O)Nc2ccc(C#N)cc2)cc1Cl (centres undefined)
0.7%	17.1%	-7.3%	CCOC(=O)N1CCN(C(=O)CCN2C(=O)/C(=C\c3cccc(OC)c3)SC2=S)CC1
-2.5%	-4.2%	?	CCOc1ccc(C(=O)Nc2ccc(NC(=O)c3ccccc3)c(C)c2)cc1[N+](=O)[O-]
-1.1%	-0.2%	-1.5%	COc1ccccc1N1CCC(N2CCN(CC(C)(C)C)C(CCO)C2)CC1 (centres undefined)
.	3.2%	2.8%	Cc1ccc(CNC(=O)c2cc3c(=O)oc4ccc(C)cc4c3s2)cc1

Compound activity as filed in PubChem BioAssay.
